eIF2B yeast act = GCN4-lacZ reporter reduction in eIF2B-epsilon mutant yeast, primary screen, S. cerevisiae, eIF2B-epsilon R284H, Beta-Glo luminescence; inhibition, % at 25 µM (by protocol); 0.91% of 27,000 active;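 active = mutant luminescence inhibited past about 50% while wild type luminescence and mutant growth stay under set limits, limit read from the data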; also: some compounds called inactive have numbers as strong as hits
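Times: 16 h growth with compound at 30 °C, 90 min Beta-Glo step; Assay system: yeast eIF2B-epsilon R284H mutant carrying GCN4–beta-galactosidase fusion; Measure: % inhibition of reporter signal and growth versus controls; Dosing: one concentration, 25 µM, 0.25% DMSO; Buffer or medium: YPD yeast growth medium; Measured by: Beta-Glo luminescence plus absorbance at 595 nm.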
Yeast growth tox = yeast growth toxicity, wild-type and mutant, primary screen, cytotoxicity control for eIF2B function restoration project, wild-type and eIF2Bepsilon R284H mutant, A595 | S. cerevisiae wild-type growth, A595 turbidity, 16 h | growth inhibition, % at 25 µM (by protocol) | 0.3% of 30,000 active | AID 685, 2007;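 active = mutant and wild-type yeast strains alike exhibit over 30% growth inhibition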;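 also: 0% = untreated cell controls and 100% = YPD media blanks without cells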
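Incubation: 16 h growth with compound, 30 °C; Material: S. cerevisiae wild-type or eIF2Bepsilon-R284H mutant strain; Signal: turbidity measured as absorbance at 595 nm; Medium: YPD yeast growth medium; Measure: growth inhibition (%) versus cell controls and blanks; Doses: 25 µM single dose.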
Yeast growth tox inhibition % = second read-out of Yeast growth tox, no call of its own (marks repeat the call); growth inhibition, %; S. cerevisiae eIF2Bepsilon-R284H mutant growth, A595 turbidity, 16 h;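 each compound tested once at 25 µM; 0% equals untreated cells and 100% equals cell-free medium blanks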
eIF2B yeast act mutant toxicity = also measured in eIF2B yeast act; calls as there; growth inhibition, %; measured here: mutant yeast growth, toxicity;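 each compound tested once at 25 µM; zero equals untreated control growth and 100 equals blank medium absorbance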
* marks the source's active call; other numbers are inactive results; . = no result given. Not all compounds are listed (hit frequency here may not be typical).

Screens by letter: A = eIF2B yeast act; B = eIF2B yeast act mutant toxicity; C = Yeast growth tox; D = Yeast growth tox inhibition %
O=C(OCCN(C1=NS(=O)(=O)c2ccccc21)c1ccccc1Cl)c1ccc(Cl)cc1
  A: .	B: .	C: -2	D: 4
CCOC(=O)c1sc(NS(=O)(=O)c2ccc(NC(C)=O)cc2)nc1C
  A: 9	B: .	C: .	D: .
CCCCCn1c(NC(=O)c2ccco2)c(S(=O)(=O)c2ccc(C)cc2)c2nc3ccccc3nc21
  A: 41	B: -24	C: 2	D: -24
O=C(CSCc1ccccc1)NCc1ccc2c(c1)OCO2
  A: 19	B: 9	C: 27	D: 9
COc1ccc(S(=O)(=O)N2CCN(CC(=O)Nc3cc(OC)cc(OC)c3)CC2)cc1
  A: 18	B: -11	C: -7	D: -11
CN(C)CCN1C(=O)c2oc3ccc(Cl)cc3c(=O)c2C1c1cccc(Br)c1 (centres undefined)
  A: 9	B: -6	C: -1	D: -6
C(=N\c1nc2ccccc2n1CCN1CCCCC1)/c1ccc2c(c1)OCO2
  A: 33	B: -7	C: 11	D: -7
OC(COc1ccc(OCc2ccccc2)cc1)CN1CCCCC1 (centres undefined)
  A: -2	B: 8	C: 8	D: 8
O=C(CN1CCSCC1)N/N=C/c1ccc(F)cc1
  A: 9	B: 18	C: 10	D: 18
C1CCC(Nc2nnnn2C2CCCCC2)CC1
  A: 0	B: .	C: 12	D: 0
CC(C)CCNc1nc2c(cc1C#N)COC(C)(C)C2
  A: 22	B: 8	C: 15	D: 8
O=C(CC1C(=O)N(c2ccc(F)cc2)C(=O)N1Cc1ccccn1)Nc1ccccc1 (centres undefined)
  A: .	B: .	C: -10	D: 14
COc1cc2sc(C)nc2c2sccc12
  A: 4	B: 9	C: -2	D: 9
Cc1ccc(Oc2ccc(OCC(=O)OC3CCS(=O)(=O)C3)cc2)cc1 (centres undefined)
  A: 6	B: .	C: .	D: .
COc1ccc(N2C(=O)NC3CC2(C)Oc2ccc(Br)cc23)cc1OC (centres undefined)
  A: 17	B: -13	C: -3	D: -13
O=C(NCCSc1ccccc1)c1cncc(Br)c1
  A: 18	B: 16	C: 18	D: 16
COc1cc(C(=O)Nc2cccc3cccnc23)cc(OC)c1OC
  A: -10	B: -11	C: 6	D: -11
FC(F)(F)c1cc(-c2ccccc2)nc(N2CCCCC2)n1
  A: 8	B: -5	C: 14	D: -5
COc1ccc2[nH]cc(C(=O)CN3CCCCC3)c2c1
  A: 33	B: .	C: .	D: .
CC1(C)Cc2cccc(OCC(=O)N3CCN(S(=O)(=O)c4ccccc4F)CC3)c2O1
  A: .	B: .	C: -3	D: -6
Cc1ccc(S(=O)(=O)c2c(N)n(NC(=O)c3ccccc3C)c3nc4ccccc4nc23)cc1
  A: 13	B: .	C: 23	D: 0
Oc1ccccc1-c1nc(NCCN2CCOCC2)c2ccccc2n1
  A: 14	B: -10	C: 5	D: -10
O=C(O)CCCCCNc1nc2ncn(Cc3ccccc3)c2c(=O)[nH]1
  A: 15	B: -14	C: 22	D: -14
Cc1ccc(S(=O)(=O)Nc2ccnc3ccccc23)cc1
  A: 21	B: 13	C: 8	D: 13
CCCCCC1CC(CC(=O)Nc2nncs2)C(=O)O1 (centres undefined)
  A: 14	B: -5	C: -2	D: -5
CC(NC(=O)c1cccnc1)c1ccc2c(c1)OCO2 (centres undefined)
  A: .	B: .	C: -4	D: 0
CC(CC(C)C(=O)N1CCOCCN(C(=O)C(C)CC(C)C(=O)O)CCOCC1)C(=O)O (centres undefined)
  A: -4	B: 7	C: 3	D: 7
CC(C)(C)c1cc(C(=O)NCc2ccco2)ccn1
  A: -17	B: .	C: .	D: .
Cc1sc(-n2cccc2)c(C(=O)O)c1C
  A: 49	B: 5	C: -5	D: 5
O=C(CCn1nnc2ccccc21)Nc1nnc(-c2ccccc2F)s1
  A: -8	B: .	C: .	D: .
C=CCN1CC(c2nc3ccccc3n2Cc2cccc3ccccc23)CC1=O (centres undefined)
  A: 38	B: -44	C: 23	D: -44
O=S1(=O)CCN2C(c3ccco3)=CSC2=N1
  A: -20	B: .	C: 1	D: 0
COc1ccc(S(=O)(=O)NCc2ccc3c(c2)OCO3)cc1C
  A: 18	B: 21	C: 20	D: 21
CCOC(=O)Cc1c(C)nc2cc(C)nn2c1C
  A: 7	B: -10	C: 8	D: -10
CCCn1c(SCC(=O)Nc2ccc3c(c2)OCO3)nc2c1c(=O)n(C)c(=O)n2C
  A: 32	B: 8	C: 14	D: 8
CCn1cc(C(=O)NCc2ccc3c(c2)OCO3)c(=O)c2cc(F)c(N3CCN(C(=O)c4ccco4)CC3)cc21
  A: -11	B: -2	C: 9	D: -2
O=C(Nc1ccc(S(=O)(=O)N2CCOCC2)cc1)c1ccc(Br)o1
  A: 23	B: .	C: -4	D: 0
Cc1cc(NC(=O)CCCC(=O)N(CC(=O)NCCc2ccccc2)Cc2ccc(F)cc2)no1
  A: .	B: .	C: 14	D: -21
CC(C)C(NC(=O)C1CCCCC1)C(=O)Nc1ccncc1 (centres undefined)
  A: -28	B: 10	C: 3	D: 10
CC(NC(=O)CSc1nc2ccccc2c(=O)n1CCCO)c1ccccc1 (centres undefined)
  A: 53*	B: .	C: 8	D: -3
COc1ccc(NC(=O)CSc2ccc(C)cc2)cc1
  A: 24	B: 2	C: 9	D: 2
COc1cc(-c2nc(-c3ccc(-c4ccccc4)nc3OC)no2)cc(OC)c1OC
  A: 22	B: -5	C: -15	D: -5
CCCNC(=O)c1ccc2snnc2c1
  A: -1	B: .	C: .	D: .
COc1cc(C(=O)Nc2ccc3c(c2)OCCO3)ccc1OC(C)C
  A: 39	B: -12	C: -20	D: -12
NCCCCCc1nnc(SCC(=O)c2ccc(Cl)cc2)o1
  A: 16	B: -15	C: -9	D: -15
CC(C)(C)NS(=O)(=O)c1ccc(-c2csnn2)s1
  A: 17	B: 18	C: 20	D: 18
O=C(Nc1ccc2c(c1)OCO2)c1ccncc1
  A: -1	B: 2	C: -8	D: 2
CCOc1ccc2nc(NC(=O)CSc3ccc(Cl)cc3)sc2c1
  A: .	B: .	C: 10	D: -5
COc1ccc2c(c1)C(C)=CC(C)(C)N2C(=O)Nc1ccccc1
  A: -11	B: 13	C: 43	D: 13
COc1ccc(C2/C(=C(/O)c3ccccc3)C(=O)C(=O)N2CO)cc1 (centres undefined)
  A: -21	B: .	C: -10	D: 0

Other records follow:
Screens by letter: A = eIF2B yeast act; B = eIF2B yeast act mutant toxicity; C = Yeast growth tox; D = Yeast growth tox inhibition %
O=C(NC1CCCCC1)c1cccc(Cn2cc(Cl)cn2)c1
  A: .	B: .	C: -1	D: 8
CCCn1cc(NC(=O)c2cc(-c3ccccc3)on2)cn1
  A: 10	B: 5	C: 18	D: 5
O=C(Nc1ccc(Cl)c(Cl)c1)N(Cc1cccnc1)Cc1ccco1
  A: 24	B: -14	C: -2	D: -14
CN1CCN(C(=O)CN(CCc2ccccc2)S(C)(=O)=O)CC1
  A: 10	B: -3	C: 16	D: -3
CCCn1c(SCC(=O)Nc2nc3ccccc3s2)nc2c1c(=O)n(C)c(=O)n2C
  A: -2	B: -5	C: -2	D: -5
O=c1cc(CSc2ccccn2)c2ccccc2[nH]1
  A: 9	B: 12	C: 6	D: 12
CN(C)CCOCCP(=O)(c1ccccc1)c1ccccc1
  A: 19	B: 20	C: 16	D: 20
O=c1[nH]ncc(N/N=C/c2ccccc2)c1Cl
  A: .	B: .	C: 32	D: 16
Cc1cc2c(c(=O)n1Cc1ccco1)C(c1cccnc1)C(C#N)=C(N)O2 (centres undefined)
  A: 18	B: 6	C: 15	D: 6
Cn1c(SCC(=O)c2cccs2)nnc1-c1ccco1
  A: 21	B: 15	C: 10	D: 15
C=CCn1c(SCc2cc(=O)n3ccsc3n2)nc2scc(C3CC3)c2c1=O
  A: 12	B: 4	C: -34	D: 4
Cc1ccc2cc(CN(C(=O)C3CCCO3)C3CCCCC3)c(=O)[nH]c2c1 (centres undefined)
  A: 11	B: -19	C: 17	D: -19
Nc1nnnn1/N=C/c1ccccc1C(F)(F)F
  A: 24	B: -14	C: -3	D: -14
O=C(Nc1ccc2nc(-c3cccnc3)[nH]c2c1)c1ccccc1F
  A: 9	B: -14	C: 0	D: -14
CCc1cccc(NC(=O)CN(C)S(=O)(=O)c2cccc3nsnc23)c1
  A: 18	B: 13	C: 15	D: 13
CCOC(=O)c1cnc2c(C#N)c(C)nn2c1C
  A: 25	B: -3	C: -11	D: -3
Cc1ccc(-n2ccc(=O)c(C(=O)O)n2)cc1
  A: 15	B: 19	C: 5	D: 19
O=C(OCc1ccccn1)c1ccc(COc2ccccc2Cl)o1
  A: 25	B: -18	C: -16	D: -18
O=C(Nc1ccc(S(=O)(=O)N2CCOCC2)cc1)c1cccs1
  A: 32	B: .	C: .	D: .
O=C1C2Sc3[nH]c(=O)sc3C(c3ccccc3)C2C(=O)N1c1ccc(Cl)cc1 (centres undefined)
  A: 20	B: -26	C: -14	D: -26
Cc1cc(C)nc(N(C#N)CCOc2ccc(Cl)cc2)n1
  A: 13	B: .	C: .	D: .
CCC(C)(C)n1nnnc1CN1CCC(c2nc3ccc(C)cc3[nH]2)CC1
  A: 13	B: -8	C: -8	D: -8
CCn1nc(C(=O)N2CCc3ccccc3C2)c2ccccc2c1=O
  A: 18	B: 8	C: 6	D: 8
CC(=O)c1ccc(N2CCN(c3ncc(C(F)(F)F)cc3Cl)CC2)cc1
  A: 24	B: 14	C: 12	D: 14
O=C1NC(=O)/C(=C\c2ccc(Sc3ccc(Cl)cc3)o2)N1
  A: 10	B: 11	C: -4	D: 11
CCOC(=O)N1CCN(C(=O)c2cc(Cl)c(Cl)cc2C(=O)O)CC1
  A: 27	B: 4	C: -14	D: 4
N#CC(C(=O)Nc1cccc(Cl)c1)=C1Nc2ccccc2N1
  A: .	B: .	C: -42	D: -20
c1ccc(-c2nc[nH]c2-c2ccccc2)cc1
  A: -12	B: -27	C: 3	D: -27
COc1ccc(N=C2SC(C(N)=O)CC(=O)N2CCc2ccc(OC)c(OC)c2)cc1 (centres undefined)
  A: -6	B: -5	C: 7	D: -5
NCC(O)COc1ccc2c(c1)OCO2 (centres undefined)
  A: -7	B: -27	C: 2	D: -27
CCOC(=O)CC1=NC(=O)CS1
  A: 64*	B: .	C: 3	D: 3
COc1ccc(Cn2nnnc2C(c2ccccc2)N2CCN(C3CCCC3)CC2)cc1 (centres undefined)
  A: 24	B: .	C: 0	D: 0
CC(C)N1C(=O)C2C(C(=O)NCc3ccccc3)C3C=CC2(O3)C1C(=O)NC(C)(C)C (centres undefined)
  A: 23	B: 6	C: 11	D: 6
COc1ccc(S(=O)(=O)NC(C)(C)C)cc1-c1nnc2c3ccccc3c(C)nn12
  A: -14	B: 11	C: 12	D: 11
COc1ccc(N(CC(=O)NCCSC2CCCCC2)S(C)(=O)=O)c(OC)c1
  A: 14	B: 16	C: 8	D: 16
Cc1ccc(-c2csc3nnc(SCc4csc(C)n4)n23)cc1
  A: -26	B: .	C: -14	D: 0

Structural class: those above with a furan ring, fused or not.
Screens by letter: A = eIF2B yeast act; B = eIF2B yeast act mutant toxicity; C = Yeast growth tox; D = Yeast growth tox inhibition %
CCCCCn1c(NC(=O)c2ccco2)c(S(=O)(=O)c2ccc(C)cc2)c2nc3ccccc3nc21
  A: 41	B: -24	C: 2	D: -24
CC(C)(C)c1cc(C(=O)NCc2ccco2)ccn1
  A: -17	B: .	C: .	D: .
O=S1(=O)CCN2C(c3ccco3)=CSC2=N1
  A: -20	B: .	C: 1	D: 0
CCn1cc(C(=O)NCc2ccc3c(c2)OCO3)c(=O)c2cc(F)c(N3CCN(C(=O)c4ccco4)CC3)cc21
  A: -11	B: -2	C: 9	D: -2
O=C(Nc1ccc(S(=O)(=O)N2CCOCC2)cc1)c1ccc(Br)o1
  A: 23	B: .	C: -4	D: 0
O=C(Nc1ccc(Cl)c(Cl)c1)N(Cc1cccnc1)Cc1ccco1
  A: 24	B: -14	C: -2	D: -14
Cc1cc2c(c(=O)n1Cc1ccco1)C(c1cccnc1)C(C#N)=C(N)O2 (centres undefined)
  A: 18	B: 6	C: 15	D: 6
Cn1c(SCC(=O)c2cccs2)nnc1-c1ccco1
  A: 21	B: 15	C: 10	D: 15
O=C(OCc1ccccn1)c1ccc(COc2ccccc2Cl)o1
  A: 25	B: -18	C: -16	D: -18
O=C1NC(=O)/C(=C\c2ccc(Sc3ccc(Cl)cc3)o2)N1
  A: 10	B: 11	C: -4	D: 11

From PubChem BioAssay
